# ERAP1 inh: human ERAP1 aminopeptidase inhibitors, primary screen, biochemical, single point, plate reader; Endoplasmic reticulum aminopeptidase 1 (Homo sapiens), Q9NZ08; recombinant ERAP1, Leu-AMC fluorescence, 60 min; inhibition, % at 10.7 µM; 340,000 compounds, 0.15% hits; AID 652197, 2013;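 active means mean replicate inhibition of at least 30%, or all replicates individually reaching that 30% level; inactive means mean below 30% and not every replicate reaching it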;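 further: 0% = neutral control wells and 100% = L-leucinethiol positive control wells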
# E-selectin induc: E-selectin induction in HUVECs, primary screen, imaging, HUVEC, immunofluorescence imaging, single point | 260,000 compounds, 0.37% hits | activation, % at 7.58 µM | AID 686992, 2013 | normalized: neutral wells 0, TNF-alpha wells 100 | P16581;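 active means mean E-selectin-positive cell signal at least 10% of the positive control, reached in at least 60% of replicates, without over 20% cell loss; inconclusive means no rule given, readout overlaps actives, possibly toxicity-flagged; inactive means the rest, including those meeting only one limit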;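 further: in these data hits start at about 27%; measured in HUVEC primary endothelial cells; signal is the percent of cells scored E-selectin positive by PE staining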
#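 Read-out: % PE-positive cells | Test system: HUVEC | Doses: One compound dose added by pin transfer | Buffer or medium: EGM-2 over gelatin coat | Signal: Immunofluorescence imaging | Benchmarks: TNF-alpha, DMSO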
# RAD52 anneal inh: RAD52 DNA annealing inhibitors, primary screen, biochemical, FRET, single point, set 2; DNA repair protein RAD52 homolog (Homo sapiens), P43351; recombinant RAD52 DNA annealing, FRET fluorescence; inhibition, % at 18.7 µM; 360,000 compounds, 0.46% hits; AID 651710, 2012;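 active means every replicate showing at least 50% inhibition; inconclusive means mean inhibition at least 50% but not in every replicate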
# RAD54 branch: inhibitors of human RAD54 branch migration, primary screen, biochemical, fluorescence, single point; DNA repair and recombination protein RAD54-like (Homo sapiens), Q92698; RAD54 Holliday junction branch migration, FAM/BHQ fluorescence; inhibition, % at 10.4 µM; 360,000 compounds, 0.14% hits;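 active means mean normalized replicate activity at least 40 and at least half of replicates scoring 40 or more; inconclusive means only one of the two criteria met; inactive means mean below 40 and under half of replicates reaching 40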;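 further: 0% = median of neutral control wells and 100% = median of positive control wells; inhibitors cause a drop in the FAM fluorescence signal; in these data hits start at about 50%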
# S100A4 inh HTS: inhibitors of S100A4-myosin IIA peptide binding, primary screen, biochemical, fluorescence polarization, TAMRA-MyoIIA peptide; Protein S100-A4 (Homo sapiens), P26447; inhibition, % at 10.7 µM; 360,000 compounds, 0.14% hits; AID 652163, 2013;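 active means mean inhibition of at least 70% across replicates, with every replicate also reaching that level; inconclusive means mean inhibition reaches 70% but some replicates fall short; inactive means mean inhibition below 70%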
# Target sequence (P26447 whole entry, looked up): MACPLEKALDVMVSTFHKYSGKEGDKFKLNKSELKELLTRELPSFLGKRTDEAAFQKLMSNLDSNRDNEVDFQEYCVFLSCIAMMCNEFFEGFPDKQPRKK
#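 Assay system: human S100A4 monomer with TAMRA-labelled myosin IIA peptide / Buffer or medium: Calcium-containing HEPES buffer, pH 7.2 / Reagent: TAMRA-labelled myosin IIA heavy-chain peptide probe, 5 nM / Compound: one dose per compound / Timing: polarization read 5 min after assay mix addition, stable 5–60 min / Benchmarks: neutral control DMSO, positive control TFP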
# ERp5 block: inhibitors of ERp5-driven insulin aggregation, primary screen, biochemical, turbidity, absorbance 650 nm, single point. inhibition, % at 9.99 µM. AID 651711, 2012. 350,000 compounds, 0.05% hits. 90 min. Protein disulfide-isomerase A6 (Homo sapiens), Q15084;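 active means mean replicate inhibition above about 25%, with every replicate also reaching it, limit read from the data, passing the limit was not always enough; inconclusive means only one of those two criteria met; inactive means neither criterion met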
# Target sequence (Q15084 whole entry, looked up): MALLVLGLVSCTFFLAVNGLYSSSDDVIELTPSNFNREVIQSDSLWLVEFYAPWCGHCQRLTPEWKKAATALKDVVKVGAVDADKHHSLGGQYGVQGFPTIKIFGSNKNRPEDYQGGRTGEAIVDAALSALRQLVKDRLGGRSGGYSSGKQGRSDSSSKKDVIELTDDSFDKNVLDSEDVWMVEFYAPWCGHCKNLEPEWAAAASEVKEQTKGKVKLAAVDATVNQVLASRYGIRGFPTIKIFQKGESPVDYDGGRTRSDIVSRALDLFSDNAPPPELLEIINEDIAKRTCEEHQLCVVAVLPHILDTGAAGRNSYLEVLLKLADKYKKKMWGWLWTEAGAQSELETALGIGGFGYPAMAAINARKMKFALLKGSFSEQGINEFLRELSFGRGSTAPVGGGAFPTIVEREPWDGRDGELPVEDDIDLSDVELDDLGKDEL
# Xi reactivation: activators of inactive X chromosome reactivation, primary screen, imaging, XiGFP fibroblasts, GFP high-content imaging, set 2. 360,000 compounds, 0.055% hits. XiGFP mouse fibroblasts, % GFP-positive cells imaging, 3 d; cells co-treated with 5-aza-dC sensitizer; scaled so ellipticine positive control = 100%. AID 743238, 2013. activation, % at 7.58 µM;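 active means mean normalized replicate activation at least 10% and every replicate at or above 10%; inconclusive means only one of the two criteria met; inactive means mean below 10% and not all replicates reach 10%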;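 further: 0% = median of on-plate neutral control wells and 100% = ellipticine 6 µM median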
#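 Assay system: SV40-immortalized XiGFP fibroblast cells, line 68-5-11; buffer or medium: DMEM plus 5-aza-dC sensitizer; compound: one concentration, pinned; timing: compounds 3 days, fix/stain 15 min at room temperature; benchmarks: positive control ellipticine, 6 µM final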
# esBAF inh: Bmi1 luciferase reporter increase in mESCs, primary screen, esBAF inhibitor project, mouse ES cells, Bmi1 luciferase knock-in, single point. 24 h; 100% = twice the neutral-well signal. reporter increase, % at 12.5 µM. 350,000 compounds, 2% hits; in the data active means activation above about 40%; inconclusive means no clear call, values can overlap the other calls;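 further: 0% = median of the plate's neutral control wells and 100% = double that signal; a rise in the Bmi1 reporter signal indicates esBAF inhibition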
# Active calls of the source: *; ? = inconclusive; . = no result given.
SMILES,ERAP1 inh,E-selectin induc,RAD52 anneal inh,RAD54 branch,S100A4 inh HTS,ERp5 block,Xi reactivation,esBAF inh
COc1ccc([C@H]2/C=C\CN(S(=O)(=O)/C=C/c3ccccc3)[C@@H](C)C(=O)N2Cc2ccc(F)cc2)cc1,-3,-0.1,-9,-5,0,7,-0.1,-12
O=C(NN1C(=O)C2C3c4ccccc4C(c4ccccc43)C2C1=O)C1CC1 (configuration not stated),1,.,-3,.,1,3,0.0,.
N/C(=N\OC(=O)CSc1ccccc1)c1cccc([N+](=O)[O-])c1,-6,-0.2,-22,.,-4,-1,0.5,.
O=C(/C=C/c1ccc([N+](=O)[O-])o1)NNC(=O)c1ccc(F)cc1,-1,.,2,-6,-2,13,2.3,-68
CC1(c2ccccc2)CC(C)(C)n2c(O)c(C3=NC(=S)NC3=O)c3cccc1c32 (configuration not stated),2,2.3,-1,-4,7,-4,0.0,-3
CCCNC(=O)C[C@@H]1CC[C@H]2[C@@H](COC[C@@H](O)CN2C(=O)C2CCOCC2)O1,0,0.0,-98,1,-35,1,0.1,3
CN1C(=O)c2cc(NC(=O)c3ccc(F)c(F)c3)ccc2OC[C@H]2O[C@@H](CC(=O)Nc3ccc4c(c3)COC4)CC[C@@H]21,-3,0.9,1,16,2,6,0.1,3
Cc1cc(C)c(C(=O)Nc2ccc(S(=O)(=O)Nc3ccccn3)cc2)c(C)c1,0,.,-21,-2,-1,2,.,1
CC(=O)C(=Cc1ccccc1)c1ccccc1,-3,-0.2,-1,.,-3,0,0.1,.
CSCC[C@H](NC(=O)N1CCn2c1nc1ccccc12)C(=O)N[C@@H](C(=O)O)c1ccccc1,1,.,-8,-6,-7,1,.,5

# 10 structures already listed, sorted by formula weight, ascending.
SMILES,ERAP1 inh,E-selectin induc,RAD52 anneal inh,RAD54 branch,S100A4 inh HTS,ERp5 block,Xi reactivation,esBAF inh
CC(=O)C(=Cc1ccccc1)c1ccccc1,-3,-0.2,-1,.,-3,0,0.1,.
O=C(/C=C/c1ccc([N+](=O)[O-])o1)NNC(=O)c1ccc(F)cc1,-1,.,2,-6,-2,13,2.3,-68
N/C(=N\OC(=O)CSc1ccccc1)c1cccc([N+](=O)[O-])c1,-6,-0.2,-22,.,-4,-1,0.5,.
O=C(NN1C(=O)C2C3c4ccccc4C(c4ccccc43)C2C1=O)C1CC1 (configuration not stated),1,.,-3,.,1,3,0.0,.
Cc1cc(C)c(C(=O)Nc2ccc(S(=O)(=O)Nc3ccccn3)cc2)c(C)c1,0,.,-21,-2,-1,2,.,1
CCCNC(=O)C[C@@H]1CC[C@H]2[C@@H](COC[C@@H](O)CN2C(=O)C2CCOCC2)O1,0,0.0,-98,1,-35,1,0.1,3
CC1(c2ccccc2)CC(C)(C)n2c(O)c(C3=NC(=S)NC3=O)c3cccc1c32 (configuration not stated),2,2.3,-1,-4,7,-4,0.0,-3
CSCC[C@H](NC(=O)N1CCn2c1nc1ccccc12)C(=O)N[C@@H](C(=O)O)c1ccccc1,1,.,-8,-6,-7,1,.,5
COc1ccc([C@H]2/C=C\CN(S(=O)(=O)/C=C/c3ccccc3)[C@@H](C)C(=O)N2Cc2ccc(F)cc2)cc1,-3,-0.1,-9,-5,0,7,-0.1,-12
CN1C(=O)c2cc(NC(=O)c3ccc(F)c(F)c3)ccc2OC[C@H]2O[C@@H](CC(=O)Nc3ccc4c(c3)COC4)CC[C@@H]21,-3,0.9,1,16,2,6,0.1,3

# (further entries)
SMILES,ERAP1 inh,E-selectin induc,RAD52 anneal inh,RAD54 branch,S100A4 inh HTS,ERp5 block,Xi reactivation,esBAF inh
O=C(O)[C@@H]1[C@@H](CO)[C@@H]2Cn3c(cccc3=O)[C@@H]2N1C(=O)NC1CCCC1,-5,-0.2,12,-10,10,2,0.1,-7
Cc1cc(-c2ccc(Cl)cc2)c(C#N)c(N)n1,13,.,-17,0,-5,2,.,8
CCN1CCN(c2ncnc3c2c(-c2ccccc2)cn3-c2ccc(F)cc2)CC1,0,-0.3,9,.,1,0,-0.1,.
CO[C@H](CN(C)C(=O)Nc1ccc(C(F)(F)F)cc1)[C@@H](C)CN(Cc1ccccc1Cl)[C@@H](C)CO,1,0.3,3,0,0,-1,?,-3
Nc1ccc(NC(=O)c2cccs2)cc1,4,.,-18,.,-4,7,-0.1,.
CC(=O)c1c(C)[nH]c(C(=O)COC(=O)COc2ccccc2F)c1C,2,.,-7,-14,0,-18,0.0,-6
COc1ccc(NC(=O)Nc2ccc3c(c2)C(=O)N([C@@H](C)CO)C[C@@H](C)[C@H](CN(C)C(=O)C2CCCCC2)OCCCC[C@@H](C)O3)cc1,2,0.3,3,-4,-51,12,0.0,6
Cc1ccc(C)c(N2CCN(CCCNC(=O)Cn3cccc3C(=O)c3ccccc3C)CC2)c1,-7,.,26,.,1,5,0.1,.
COc1ccccc1-c1ccc(=O)n(CC(=O)NC(C)(C)C)n1,3,.,-5,.,1,0,.,-4
COc1ccc(C(CNC(=O)c2ccc(NS(=O)(=O)c3ccc(F)cc3)cc2)N2CCOCC2)cc1 (configuration not stated),1,-0.4,-9,-21,-30,2,0.0,-1
Cc1cccn2c(CN(C)C3CCCc4ccccc43)c(C(=O)N3CCOCC3)nc12 (configuration not stated),-2,.,11,4,-3,7,0.0,-2
Cc1ccc(C)c(C(O)c2ncc(-c3ccc(C(F)(F)F)cc3)[nH]2)c1 (configuration not stated),-5,0.6,-5,-2,-1,-10,0.2,-9
Cc1nn(C)cc1NC(=O)C[C@H]1CC[C@@H]2[C@H](COc3ccc(NC(=O)Nc4cccc(Cl)c4)cc3C(=O)N2C)O1,1,0.2,-1,-4,1,9,0.0,0
Cc1ccc(-n2c(O)c(C=NCc3ccccn3)c3ccccc3c2=O)cc1,-1,3.9,-15,1,11,-2,0.1,-4
COc1ccc(S(=O)(=O)N2CCC(C(=O)NCCc3c[nH]c4ccccc34)CC2)cc1,-3,0.1,-9,-6,0,-1,0.1,-1
CCOC(=O)CC1(C)Oc2ccccc2N1S(=O)(=O)c1ccc(C)cc1 (configuration not stated),0,3.9,7,.,-3,0,.,.
COCCCN1C(=O)C(=O)/C(=C(/O)c2ccc(S(=O)(=O)N3CCOCC3)cc2)C1c1ccc(Cl)cc1 (configuration not stated),0,.,-4,-4,-3,.,0.1,-1
O=C(COc1ccc(S(=O)(=O)N2CCCC2)cc1Cl)NCc1cccnc1,0,0.1,0,-7,-2,0,-0.1,.
CCOC(=O)C(NS(=O)(=O)c1ccccc1)(C(F)(F)F)P(=O)(OCC(C)C)OCC(C)C (configuration not stated),0,.,-13,-7,2,1,.,-3
Cc1ccc(N(C)S(=O)(=O)c2c(C)[nH]c(C)c2C(=O)N2CCCC2)cc1,-6,0.2,-11,-4,5,-5,0.1,-4
C[C@@H]1CN([C@H](C)CO)C(=O)c2cc(NC(=O)CCC(F)(F)F)ccc2O[C@@H](C)CCCCO[C@H]1CN(C)C(=O)C1CCCCC1,0,0.0,-4,3,0,0,0.1,1

# Compound activity (PubChem)

# Rows are unselected; overall some 2.5% were active at least once.
